Compound activity from PubChem BioAssay.
RMI FANCM FP – blocks RMI1/RMI2 complex binding to FANCM MM2 peptide; Fluorescence polarization, RMI core complex with F-MM2 peptide; active compounds read low; FP signal (polarization) at 33 µM; actives 0.58% (n = 70,000); AID 1159607; in the data active = FP signal below about 40; also: inactives centre near 61; strong numbers were not always called active; unit not given here
Starred values were filed as active, the others as inactive; & = joins results of further samples.

Sample of the layout:
entry	compound	RMI FANCM FP
1	O=c1c2ncccc2n(Cc2ccc(Cl)cc2Cl)c(=O)n1Cc1ccc2c(c1)OCO2	56
2	COc1ccc(C)cc1NC(=O)CN1CCCN(Cc2ccc(Cl)cc2)S1(=O)=O	75
3	Cc1cc(C)cc(N2C(=O)CCN(Cc3ccccc3)C2=O)c1	50
4	O=C(CCc1csc(NC(=O)c2ccc[nH]c2=O)n1)Nc1ccc2c(c1)OCCO2	61
5	CCN(c1ccccc1)S(=O)(=O)c1ccc(NC(=O)c2oc3ccc(C)cc3c2C)cc1	45
6	Cc1cc(C)n(-c2nc(C)c(C)c(=O)n2CC(N)=O)n1	64

All compounds of this part, from the start:
entry	compound	RMI FANCM FP
1	O=c1c2ncccc2n(Cc2ccc(Cl)cc2Cl)c(=O)n1Cc1ccc2c(c1)OCO2	56
2	COc1ccc(C)cc1NC(=O)CN1CCCN(Cc2ccc(Cl)cc2)S1(=O)=O	75
3	Cc1cc(C)cc(N2C(=O)CCN(Cc3ccccc3)C2=O)c1	50
4	O=C(CCc1csc(NC(=O)c2ccc[nH]c2=O)n1)Nc1ccc2c(c1)OCCO2	61
5	CCN(c1ccccc1)S(=O)(=O)c1ccc(NC(=O)c2oc3ccc(C)cc3c2C)cc1	45
6	Cc1cc(C)n(-c2nc(C)c(C)c(=O)n2CC(N)=O)n1	64
7	Cc1c(/C=N\O)c(=O)n(-c2ccccc2)n1C	52
8	C/C(=N\N=c1\scc(C)n1Cc1ccco1)c1cccs1	98
9	Cc1ccc(NC(=O)c2sccc2S(=O)(=O)N2CCN(c3ccccc3F)CC2)cc1Cl	73
10	O=C(NNC(=O)C1CCCCC1)c1ccc(=O)n(Cc2ccccc2)c1	62
11	CS(=O)(=O)c1ccc(Nc2nc(C(=O)NCCc3ccccc3)cs2)cc1	66
12	Cc1ccc(Cl)c2sc(N(CCN3CCOCC3)C(=O)c3ccc4ncsc4c3)nc12	58
13	O=C(O)c1cc2ccccc2[nH]1	57
14	O=C(NNC(=S)NC(=O)C1CC1)c1cccc([N+](=O)[O-])c1	54
15	COc1ccc(C(=O)NC(=S)Nc2ccc(S(N)(=O)=O)cc2)cc1Br	68
16	O=C(c1ccc(S(=O)(=O)N2CCCCCC2)cc1)N1CCN(c2nc3ccccc3s2)CC1	74
17	CCOC(=O)CSc1ccc([N+](=O)[O-])cc1Cl	65
18	CCOC(=O)c1cc(C)n(Cc2cccc(C(F)(F)F)c2)n1	59
19	COc1ccc(C(=O)Nc2cccc(-c3nc4ccccc4[nH]3)c2)cc1	60
20	O=C(c1ccc([N+](=O)[O-])o1)N1CCN(Cc2csc(-c3ccccc3)n2)CC1	57

(list continues)
entry	compound	RMI FANCM FP
21	COc1ccc2nc(-n3nc(C)cc3NC(=O)c3ccco3)sc2c1	67
22	O=C(Nc1nc(S(=O)(=O)Cc2ccccc2)ns1)c1ccc2c(c1)OCO2	57
23	O=C(NCCS(=O)(=O)N1CCN(C(c2ccccc2)c2ccccc2)CC1)c1ccccc1	58
24	CC1CCCN(c2nc(N)c([N+](=O)[O-])c(NCc3ccccc3)n2)C1 (stereo not given)	55
25	CCCNS(=O)(=O)c1ccc(F)c(C)c1	70
26	O=C(Nc1cccc(C(F)(F)F)c1)C(=O)Nc1ccc2c(c1)OCCO2	51
27	COc1ccc(N2CCCS2(=O)=O)cc1NC(=O)c1ccccc1C(F)(F)F	67
28	Cc1ccc([N+](=O)[O-])cc1S(N)(=O)=O	50
29	COC(=O)c1ccc(NC(=O)NC2(C(F)(F)F)Oc3ccccc3O2)cc1	59
30	O=C(CSc1nnc2ccc3ccccc3n12)Nc1cccc(C(F)(F)F)c1	90
31	O=C(Cc1ccc(Cl)s1)Nc1nnc(-c2ccco2)o1	48
32	Cc1cc(NC(=O)CSCC(=O)O)no1	63
33	Cc1ccc(NC(=O)CSc2nc(N)c(NC(=O)c3ccc(Br)cc3)c(=O)[nH]2)cc1Cl	56
34	CC(=O)c1nnc2cc(C)nn2c1C	50
35	COc1ccc(S(=O)(=O)Nc2ccc(CN3CCN(c4ccccn4)CC3)cc2)cc1	59
36	C=Cc1ccc(Cn2ccn3nc(-c4ccc(C)c(C)c4)cc3c2=O)cc1	89
37	O=S(=O)(Cc1ccccc1)n1ccnc1	75
38	Cc1noc(-c2ccco2)c1NC(=O)NN(C)C	61
39	O=S(=O)(CCN1CCN(Cc2ccccc2)CC1)c1ccc(F)cc1	54
40	COC(=O)c1ccc(NC(=O)CC2CCCCN2S(=O)(=O)c2cccs2)cc1 (stereo not given)	67

Following part
entry	compound	RMI FANCM FP
41	Cc1nc2ccccn2c(=O)c1NC(=O)Nc1ccc(OC(F)(F)F)cc1	70
42	Cc1cccc(NC(=O)COc2cccc3ccc(N4CCC(Cc5ccccc5)CC4)nc23)c1C	55
43	O=C(/C=C/c1ccccc1)Nc1ccc2sccc2c1	57
44	CCCCC1C(=O)N(c2ccccc2)N(c2ccc(O)cc2)C1=O (stereo not given)	66&60
45	O=C(Cc1csc(SCc2ccc(Br)cc2)n1)Nc1nccs1	21*
46	Brc1ccc(CSc2ncnc3ccccc23)cc1	61
47	Nc1c(C(=O)N2CCCC2)sc2nc(-c3ccco3)c3c(c12)CCCC3	72
48	O=C(Cc1cccs1)NNC(=O)c1cccn(Cc2ccc(F)cc2)c1=O	62
49	Cc1ccc(S(=O)(=O)Nc2nc(CCC(=O)NCCC3=CCCCC3)cs2)cc1	64
50	CN1CCc2cc(C(CNC(=O)C(=O)Nc3ccc(F)c(Cl)c3)N3CCCC3)ccc21 (stereo not given)	62
51	Clc1ccc(-c2csc(-c3ccncc3)n2)cc1	51
52	CCS(=O)(=O)c1ccccc1C(=O)N(Cc1ccccc1)c1nc2c(OC)ccc(OC)c2s1	56
53	CCOC(=O)c1cc2nc3sccn3c2s1	58
54	O=C(N/N=C\c1c(O)ccc2ccccc12)c1cc2cc([N+](=O)[O-])ccc2s1	64
55	Cc1cc(=O)[nH]c(-n2ncc(C#N)c2N)n1	59
56	Cc1ccc(NS(=O)(=O)c2ccc(NS(=O)(=O)c3ccc4c(c3)OCCO4)cc2)c(C)c1	57
57	COc1cc(OC)c(NC(=O)CS(=O)(=O)c2cccs2)cc1Cl	63
58	CCOC(=O)c1c(NC(=O)Cc2ccccc2)sc2c1CCN(CC)C2	71
59	Cc1nnsc1C(=O)O/N=C1/CCSc2ccc(F)cc21	56
60	O=C(/C=C\c1ccco1)/C=C/c1ccc(-c2ccc(Cl)c(Cl)c2)o1	-11*

Next structures
entry	compound	RMI FANCM FP
61	COc1ccc2nc(-c3ccc(NC(=O)c4ccccc4F)cc3)cn2n1	88
62	O=C(O)CC1(CC(=O)Nc2ccccc2-n2cccn2)CCCCC1	53
63	COc1ccccc1-n1c(CNC(=O)COc2ccccc2)nnc1SCC(=O)Nc1nnc(C)s1	63
64	C=CCn1c(SCCC(=O)Nc2ccc(OC)cc2)nc2scc(-c3ccc(F)cc3)c2c1=O	80
65	Cc1cc(C(=O)Nc2ccc3nc(N4CCN(C)CC4)sc3c2)no1	62
66	CCN(CC)C(=O)CSc1nc2c(-c3ccccc3)c[nH]c2c(=O)n1C1CC1	62
67	FC(F)(F)c1ccc(-c2nnc(-c3cccs3)o2)cc1	55
68	O=c1ccc(-c2cccnc2)nn1CCNS(=O)(=O)c1cccc(F)c1	66
69	CCOC(=O)CSc1nnc(CNC(=O)c2ccc(OC)cc2)n1-c1cccc(C(F)(F)F)c1	58
70	OC[C@H]1O[C@@H](n2cnc3c(NC4CCCC4)nc(Cl)nc32)C(O)[C@H]1O (stereo not given in full)	58
71	Cc1n[nH]c(C)c1S(=O)(=O)N1CCC(c2nnc(C3CC3)s2)CC1	59
72	COc1ccc2cc(S(=O)(=O)n3ccnc3)ccc2c1	59
73	COc1ccccc1/C=C/C1=NC(=C\c2coc3ccccc3c2=O)/C(=O)O1	-54
74	Cc1ccc(-c2c(C(=O)NCCCN3CCOCC3)sc3c2cnc2ccccc23)cc1C	62&61
75	CC1(C)CC(=O)C2=C(C1)Nc1nc(-c3cccc(Cl)c3)nn1C2c1ccc(O)cc1 (stereo not given)	66
76	O=C(c1c(F)cccc1F)N1CCN(c2ccc(-c3cccs3)nn2)CC1	70
77	Cc1nn(C2CCS(=O)(=O)C2)c2nc(-c3ccc(F)cc3)cc(C(=O)O)c12 (stereo not given)	66
78	Cc1onc(-c2c(Cl)cccc2Cl)c1C(=O)NOC(=O)c1cccs1	54&54
79	CCc1nnc2ccc(N3CCN(S(=O)(=O)c4ccc5ccccc5c4)CC3)nn12	65
80	Cc1nnc(NC(=O)CSc2ccc(NC(=O)C3CC3)nn2)s1	66

Three compounds from above, sorted by heavy-atom count, ascending.
entry	compound	RMI FANCM FP
71	Cc1n[nH]c(C)c1S(=O)(=O)N1CCC(c2nnc(C3CC3)s2)CC1	59
78	Cc1onc(-c2c(Cl)cccc2Cl)c1C(=O)NOC(=O)c1cccs1	54&54
64	C=CCn1c(SCCC(=O)Nc2ccc(OC)cc2)nc2scc(-c3ccc(F)cc3)c2c1=O	80

Next structures.
entry	compound	RMI FANCM FP
81	CCOc1ccc(-c2nc(CSc3nc(C)c(C)c(=O)[nH]3)c(C)o2)cc1OC	62
82	Cc1ccc(S(=O)(=O)NC(=O)Nc2ccc(N(C)C)cc2)cc1	55
83	CC1(C)C(C=C(Cl)Cl)C1C(=O)Nc1ccccc1Cl (stereo not given)	58
84	CCCNC(=O)N1CCN(C)CC1	63
85	Fc1ccc(-c2nc(-c3cnccn3)no2)c(Cl)c1	56
86	Cc1cccc(CC(=O)NCC(c2cccn2C)N2CCc3ccccc3C2)c1 (stereo not given)	61
87	N/C(=N/NC(=O)c1cccc(C(F)(F)F)c1)c1ccc(C(F)(F)F)cn1	53
88	CC1=C(O)C(=O)C(/C=N\NC(N)=O)C1 (stereo not given)	47
89	Cc1cc(=O)c2c(O)cc(O)c(C)c2o1	60
90	CCN(CC)Cc1cnc(NC(=O)c2ccccc2)s1	62
91	COc1ccc(/C=C/C(=O)N(C)C2(C)CCS(=O)(=O)C2)cc1 (stereo not given)	62
92	O=C(CC1CCCCN1S(=O)(=O)c1ccc(F)cc1)NCc1ccc2c(c1)OCO2 (stereo not given)	68
93	O=C(NCCCN1CCOC(c2ccccc2)C1)c1ccc(F)c(F)c1 (stereo not given)	73
94	CC(Oc1ccccc1F)C(=O)Nc1cccc(-c2ccc(N3CCOCC3)nn2)c1 (stereo not given)	74
95	CSc1nc2ccc3nc(NC(=O)C4=COCCO4)sc3c2s1	59
96	CC(C)(Oc1ccc(Cl)cc1)C(=O)NCCn1ncc2c(=O)n(Cc3cccc4ccccc34)cnc21	70
97	CCc1ccccc1NC(=O)c1cn(Cc2ccccc2)nc1OCc1ccccc1	57
98	O=C(Nc1nnc(Cc2ccc(Cl)s2)o1)c1cc2ccccc2o1	69
99	O=C(Cn1nc(N2CCCCC2)c2ccccc2c1=O)Nc1ccc(Cl)cc1	66
100	CCN(CC)CCN(C(=O)c1ccc2ccccc2c1)c1nc2ccc(Cl)cc2s1	95

Other records
entry	compound	RMI FANCM FP
101	Cc1cc(C(=O)Nc2ccc(N3CCOCC3)cc2)nn1C	54
102	C=CCn1c(N)c(C(=O)OC(C)CC)c2nc3ccccc3nc21 (stereo not given)	67
103	Oc1ccc2ccccc2c1CN1CCN(Cc2ccccc2)CC1	59
104	CCCCC(=O)O[C@H]1CC[C@H]2[C@@H]3CCc4cc(O)ccc4[C@H]3CC[C@]12C	65
105	CCC/C=C1\OC(=O)C2=C1CCC=C2	52
106	OC(CNCc1ccco1)Cn1c2c(c3cccc(Cl)c31)CCCC2 (stereo not given)	80
107	CC(=O)NC1=NC(=O)/C(=C\c2cccs2)N1C	58
108	COc1cc(OC)cc(C(=O)Nc2cc(-c3cn4nc(OC)ccc4n3)ccc2Cl)c1	148
109	Cc1c(C(=O)Nc2ccc(Cl)c(N3CCCS3(=O)=O)c2)cccc1[N+](=O)[O-]	58
110	CCOC(=O)Cn1nnc(-c2ccc(C(F)(F)F)cn2)n1	62
111	O=C(OCc1nccn1Cc1ccc(Cl)cc1)c1ccccc1	58
112	Cc1onc(-c2ccccc2Cl)c1C(=O)NNC(=O)CSc1ccccc1[N+](=O)[O-]	51
113	C=CCn1c(SCC(=O)Nc2cccc(OC)c2)nc2sc3c(c2c1=O)CCCCC3	72
114	S=c1[nH]ccn1-c1cccc(Cl)c1Cl	56
115	CCOC(=O)c1sc(Nc2ccccc2)c(-c2nc3ccccc3[nH]2)c1N	62
116	CCC(Sc1ccc2nnc(-c3ccc(OC)c(OC)c3)n2n1)C(=O)OC (stereo not given)	60
117	CCOC(=O)CSCN1CCCCC1	57
118	CCOC(=O)c1nn(-c2ccccc2)c(=O)cc1NC(=O)c1ccccc1I	56
119	CCOC(=O)C1=NNC2C(=O)N(Cc3ccccc3)C(=O)C12 (stereo not given)	66
120	COc1coc(C(=O)Nc2nnc(C)s2)cc1=O	63

(listing goes on)
entry	compound	RMI FANCM FP
121	CCOc1ccc(C)cc1S(=O)(=O)Nc1ccc2c(c1)C(=O)N(C)c1cc(C)ccc1O2	68
122	Cc1ccc(NC(=O)CSc2nc(-c3ccc(C)cc3)nc3c2Cc2ccccc2O3)cc1	62
123	O=C(NCCc1c[nH]c2ccccc12)C(=O)NCC1OCCN1C(=O)c1ccc(Cl)cc1 (stereo not given)	60
124	O=C(c1ccc(=O)n(Cc2ccc(F)cc2)n1)N1CCN(c2cccc(Cl)c2)CC1	62
125	CC(C)C(=O)Nc1ccc(S(=O)(=O)NCC2CCN(Cc3ccco3)CC2)cc1	75
126	c1ccc(Cn2c[n+](Cc3ccccc3)c3ccccc32)cc1	73
127	O=C(CSc1nnc(-c2ccccn2)n1-n1cccc1)Nc1cccc(Cl)c1Cl	53
128	O=C(CSc1nccn2nc(-c3ccccc3)cc12)NC1CCCCC1	62
129	CC(C)(C)C(O)=Cc1nc2ccccc2[nH]c1=O	55
130	CCOc1ccc2cc(/C=N\NC(=O)c3ccc([N+](=O)[O-])cc3)c(Cl)nc2c1	53
131	CC(C)C(=O)Nc1ccc(Cl)c(C(=O)c2ccccc2)c1	60

Some of the compounds tested; rates above refer to the full screens.
